HTR5A inv ctr: HTR5A inverse agonists in luminescence cell assay, primary screen, counter-screen for OPRM1-OPRD1 heterodimer inverse agonist project, full-deck HTS | 5-hydroxytryptamine receptor 5A (Homo sapiens), P47898 | HTR5A cell line, inverse agonism | inhibition, % at 9.3 µM | 340,000 compounds, 0.083% hits | AID 504634, 2011; in the data active means inhibition mostly above about 23%, no sharp cut-off; inactive means mostly below about 18%;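 further: 0% = cells with DMSO and 100% = no-cell wells with DMSO; some compounds called inactive have numbers as strong as hits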
OPRM1-OPRD1 inv: inverse agonists of MOR-DOR heterodimerization, primary screen, cell-based, luminescence | 340,000 compounds, 0.21% hits | AID 504357, 2011 | cell-based MOR-DOR heterodimer luminescence, inverse agonism | inhibition, % at 9.3 µM; in the data active means inhibition above about 22%, passing the limit was not always enough;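 further: 0% = cells with DMSO and 100% = wells without cells with DMSO; values of inactives mirror those of a sister screen read the other way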
OPRM1-OPRD1 ag: agonists of OPRM1-OPRD1 heterodimerization, primary screen, cell-based, luminescence; Mu-type opioid receptor (Homo sapiens) + Delta-type opioid receptor (Homo sapiens), …; cells; activation, % at 9.3 µM; 340,000 compounds, 0.3% hits; in the data active means activation above about 18%;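 further: 0% = vehicle-treated cells and 100% = reference agonist; values of inactives mirror those of a sister screen read the other way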
V-ATPase pHluor: regulators of yeast V-ATPase proton pumping, primary screen, pHLuorin cytosolic pH fluorescence | S. cerevisiae | response, % at 10 µM | 350,000 compounds, 0.37% hits | AID 504577, 2011; in the data active means response mostly above about 7.3%, no sharp cut-off; inactive means mostly below about 5.4%; further: actives read high; inactives centre near 0; some compounds called inactive have numbers as strong as hits; reference of the scale not given here
PKA-R2B activ: activators of PKA-R2B holoenzyme, primary screen, biochemical, fluorescence polarization, Cy5-IP20, human; cAMP-dependent protein kinase catalytic subunit beta (Homo sapiens) + cAMP-dependent …; PKA-R2B holoenzyme dissociation; R2B truncated from residue 108, S112A mutant; 0% DMSO only, 100% 113 µM cGMP; activation, % at 11.4 µM; 340,000 compounds, 0.079% hits; AID 504700, 2011;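 active means activation above a cutoff set at the mean over all compounds plus 3 SD, cut at about 18% in these data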;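 further: higher means more holoenzyme dissociation and a rise in polarization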
Target sequence (P31323 whole entry, looked up, other chains not shown, the tested form may be a part): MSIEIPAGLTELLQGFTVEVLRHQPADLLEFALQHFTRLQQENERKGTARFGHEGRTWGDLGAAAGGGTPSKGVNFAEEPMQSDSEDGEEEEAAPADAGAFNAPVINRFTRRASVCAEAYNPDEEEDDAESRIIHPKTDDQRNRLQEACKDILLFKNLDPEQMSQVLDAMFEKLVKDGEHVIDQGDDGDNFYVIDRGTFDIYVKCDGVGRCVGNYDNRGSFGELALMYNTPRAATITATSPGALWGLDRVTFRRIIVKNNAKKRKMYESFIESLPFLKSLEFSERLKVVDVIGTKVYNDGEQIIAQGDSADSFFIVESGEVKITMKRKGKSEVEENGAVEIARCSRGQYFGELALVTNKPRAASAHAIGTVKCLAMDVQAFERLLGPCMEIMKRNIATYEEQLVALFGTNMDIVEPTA
Arr AP2 block: inhibitors of beta-arrestin/AP2 binding, primary screen, biochemical, GPCR trafficking, flow cytometry; beta-arrestin 1 C-terminal peptide binding to AP2 beta2-adaptin appendage (human); FITC-arrestin peptide / GST-AP2 beads; AP2 beta2 appendage carries R879A mutation; inhibition, % at 10 µM; 340,000 compounds, 0.31% hits; AID 504490, 2011;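 active means inhibition above a set limit, near 3 SD of compounds lacking own fluorescence, cut at about 54% in these data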;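 further: plate controls were DMSO wells for no effect and 5 µM unlabelled arrestin peptide for full effect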
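test system = AP2 appendage R879A on GSH beads | buffer or medium = PBS plus Tween 20 (0.05%) and BSA (0.1%) | incubation = 12 min plus 1 h, RT | detection = bead flow cytometry, FITC channel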
PKA-R1A act: activators of PKA-R1A holoenzyme, primary screen, biochemical, fluorescence polarization, Cy5-IP20, bovine R1A, mouse PKAc. cAMP-dependent protein kinase type I-alpha regulatory subunit (Bos taurus) + …. PKA-R1A dissociation; scaled: DMSO 0%, 113 µM cGMP 100%. activation, % at 11.4 µM. 340,000 compounds, 0.083% hits. AID 504707, 2011;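 active means percent activation above the mean of all tested compounds plus 3 SD, cut at about 19% in these data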;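 further: higher means more PKAc released from R1A so a rise in polarization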
DAGLB inh: DAGLB lipase inhibitors, primary screen, biochemical, fluorescence, HTS. HEK293T DAGLB membrane lysate, EnzChek fluorogenic substrate. Diacylglycerol lipase-beta (Homo sapiens), Q8NCG7. 340,000 compounds, 0.059% hits. inhibition, % at 5.17 µM; in the data active means inhibition above about 34%;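 further: 0% = enzyme with vehicle and 100% = wells lacking enzyme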
Target sequence (Q8NCG7 whole entry, looked up): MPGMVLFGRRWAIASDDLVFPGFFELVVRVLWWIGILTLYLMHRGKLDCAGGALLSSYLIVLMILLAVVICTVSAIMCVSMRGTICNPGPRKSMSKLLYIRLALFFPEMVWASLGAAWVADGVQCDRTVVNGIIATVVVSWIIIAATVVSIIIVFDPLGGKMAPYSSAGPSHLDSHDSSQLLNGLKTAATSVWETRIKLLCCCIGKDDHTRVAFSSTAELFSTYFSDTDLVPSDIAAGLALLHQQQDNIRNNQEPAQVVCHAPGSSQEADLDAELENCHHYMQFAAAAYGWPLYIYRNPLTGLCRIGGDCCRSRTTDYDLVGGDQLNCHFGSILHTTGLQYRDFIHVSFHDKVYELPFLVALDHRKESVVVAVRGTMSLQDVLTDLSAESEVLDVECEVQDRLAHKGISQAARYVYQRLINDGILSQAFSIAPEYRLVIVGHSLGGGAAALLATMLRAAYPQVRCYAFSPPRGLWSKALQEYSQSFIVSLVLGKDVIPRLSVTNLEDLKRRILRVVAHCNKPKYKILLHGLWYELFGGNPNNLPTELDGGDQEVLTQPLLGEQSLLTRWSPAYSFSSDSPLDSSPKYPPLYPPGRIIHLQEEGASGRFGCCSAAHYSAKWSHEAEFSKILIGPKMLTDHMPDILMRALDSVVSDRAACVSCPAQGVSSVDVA
HTR5A ag: HTR5A agonists in luminescence cell assay, primary screen, counter-screen for OPRM1-OPRD1 heterodimer agonist project, full-deck HTS. 5-hydroxytryptamine receptor 5A (Homo sapiens), P47898. cell-based. activation, % at 9.3 µM. 340,000 compounds, 0.61% hits; in the data active means activation mostly above about 9.5%, no sharp cut-off; inactive means mostly below about 7.6%;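 further: 0% = cells with vehicle only and 100% = reference agonist; strong numbers were not always called active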
Pemphigus Ab inh: inhibitors of pemphigus antibody binding to DSG3, primary screen, biochemical, bead-based, flow cytometry, scFv-GFP; Desmoglein-3 (Homo sapiens), P32926; DSG3-coupled beads, scFv-anti-DSG3-GFP binding; active compounds read low; binding (percent of control), % at 10 µM; 310,000 compounds, 0.48% hits;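 active means binding more than 3 SD below its plate's average and above zero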;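 further: hits lower antibody fragment binding to DSG3; some compounds called inactive have numbers as strong as hits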
* marks the source's active call; other numbers are inactive results; . = no result given. Hits appear at their usual frequency. Share with any hit: about 2.4%.

SMILES | HTR5A inv ctr | OPRM1-OPRD1 inv | OPRM1-OPRD1 ag | V-ATPase pHluor | PKA-R2B activ | Arr AP2 block | PKA-R1A act | DAGLB inh | HTR5A ag | Pemphigus Ab inh
COc1ccc(NS(=O)(=O)c2ccc(OC)c(NC(=O)CCC3CCCC3)c2)cc1 | -22 | 9 | -1.8 | -2 | -12 | 15 | -11 | -6 | -3 | 93
COc1ccc(CN2C(CC(=O)Nc3cccnc3)c3ccc(C(F)(F)F)cc3S2(=O)=O)cc1 (configuration not stated) | 15 | 10 | -2.1 | 2 | -2 | -5 | -2 | -1 | -4 | 103
CCCCCCN(CCCCCC)C(=O)Cc1c(-c2ccc(F)cc2)[nH]c2ccccc12 | -16 | 4 | -0.7 | 1 | 3 | 36 | 7 | -11 | -3 | 102
Cn1c(N)c(C(=O)COC(=O)CCCc2c[nH]c3ccccc23)c(=O)n(C)c1=O | 3 | 8 | -1.6 | -1 | -6 | 6 | 11 | 1 | -1 | 87
O=C(C1CCCN(S(=O)(=O)c2ccc(F)cc2)C1)N1CCCCC1 (configuration not stated) | -13 | 13 | -2.6 | 6 | 1 | -11 | -6 | -1 | 5 | 107
O=c1[nH]c2sc3c(c2c(=O)n1Cc1ccccc1)CCC3 | 2 | -6 | 1.1 | -1 | 2 | -156 | 4 | 2 | -2 | 103
COC(C/C=C/C(=O)[C@@H](C)OCc1ccccc1)OC | 3 | -3 | 0.5 | -1 | -1 | -4 | -1 | 2 | 1 | 104
COc1cc(CN2CCCC(CO)(Cc3ccccc3C)C2)cc2c1OCO2 (configuration not stated) | 7 | 5 | -0.9 | 0 | 11 | 6 | -1 | -1 | -2 | 98
CNS(=O)(=O)c1ccc(NCC2COc3ccccc3O2)c([N+](=O)[O-])c1 (configuration not stated) | 14 | 5 | -1.0 | 1 | -3 | -10 | 1 | 2 | -4 | 101
CC(NC(=S)NCCCN1CCOCC1)C1CC2CCC1C2 (configuration not stated) | 4 | -1 | 0.1 | 0 | 0 | -3 | -5 | -1 | -1 | 108
COc1ccc(NC(=O)c2cc(-c3ccccc3Cl)on2)cc1OC | 1 | -1 | 0.3 | 2 | 4 | 22 | -9 | -3 | -5 | 89
CC(O)[C@H]1CNC(=O)C(=O)N1CCc1cccc(F)c1 (some centres not stated) | -8 | 10 | -1.8 | -2 | 11 | 9 | -2 | -1 | 3 | 102
Cc1cccc(CNc2ccc(C(CC(N)=O)NC(=O)c3cccc(Br)c3)cc2[N+](=O)[O-])c1 (configuration not stated) | -8 | 22 | -4.8 | -5 | 3 | 5 | -7 | 10 | 4 | 107
O=S(=O)(CCc1ccccc1)N1CCOCC1 | 1 | 1 | -0.2 | 0 | -22 | 2 | -6 | 0 | 0 | 104
Cc1ccc(S(=O)(=O)N2CCC(C(=O)N3CCCCCCC3)CC2)cc1C | . | . | . | 0 | -7 | . | -10 | -6 | . | 107
O=C(COC(=O)c1nc(Cl)ccc1Cl)NCc1ccc(Cl)cc1Cl | 8 | -1 | 0.1 | 4 | 3 | -7 | -4 | -2 | -3 | 99
CC(C)(C)S(=O)N1Cc2ccc(CO)cc2[C@H]1CCO (some centres not stated) | 14 | 0 | 0.0 | -2 | -6 | 15 | -4 | -1 | -4 | 97
O=C(CN1C(=O)C2CCCCC2C1=O)Nc1nccs1 (configuration not stated) | 4 | 5 | -1.0 | 4 | -2 | 51 | -10 | -1 | -2 | .
Cc1ccccc1/C=N/Nc1ncnc2nc[nH]c12 | 8 | 13 | -2.5 | 3 | -6 | 11 | -13 | 0 | 14* | 109
CC(C)(C)[C@]1(O)CCN2C[C@H]3c4ccccc4CCc4cccc(c43)[C@@H]2C1 | -26 | -51 | 9.2 | -1 | 10 | 3 | 3 | -6 | -1 | 98
Cn1nc(C(=O)Nc2ccc(S(=O)(=O)Nc3ncccn3)cc2)ccc1=O | 12 | 3 | -0.5 | 0 | -1 | -3 | -17 | -3 | -4 | 100
Cc1noc(C)c1COc1ccc2ccc(=O)oc2c1 | -4 | 13 | -2.3 | -3 | -18 | 34 | -6 | 0 | 1 | 101
O=C(/C=C/c1ccco1)NC(=S)Nc1ccc(C(=O)O)cc1 | -14 | 9 | -1.5 | 0 | 4 | 40 | -7 | 3 | 4 | 97
C(=C\c1ccccc1)/C=N/Nc1nc2ccccc2[nH]1 | -8 | 2 | -0.5 | 0 | 3 | -1 | -6 | 1 | -6 | 108
COc1ccc(OC)c(N2Cc3ccccc3C2)c1 | -1 | 5 | -0.9 | 3 | -1 | 27 | -8 | 3 | 2 | .
COc1ccc(C)cc1NC(=O)C(OC(=O)c1ccc(Cl)c(S(=O)(=O)N(C)c2ccccc2)c1)c1ccccc1 (configuration not stated) | 6 | 14 | -2.3 | 0 | -10 | -12 | -3 | -1 | -3 | 82
O=C(Cc1ccc2c(c1)OCCO2)N1CCN(S(=O)(=O)c2cccs2)CC1 | 8 | 9 | -1.9 | 2 | 2 | -23 | -6 | -2 | -3 | 108
c1ccc(-n2c(-c3ccncc3)nnc2-c2ccco2)cc1 | -3 | 10 | -2.0 | 1 | -6 | 20 | -6 | -3 | -5 | 95
CC(C)N1CCC(=NNc2ccc([N+](=O)[O-])cc2S(=O)(=O)N2CCOCC2)CC1 | -24 | -4 | 0.9 | -4 | -4 | 29 | -3 | 2 | -6 | 116
Cn1c(=O)[nH]c(=O)c2c1nc(NCCCn1ccnc1)n2CCOc1ccccc1 | 8 | 18 | -3.7 | 0 | -13 | -33 | -2 | 0 | -3 | 109

Whole records as entered above. Order of values: HTR5A inv ctr	OPRM1-OPRD1 inv	OPRM1-OPRD1 ag	V-ATPase pHluor	PKA-R2B activ	Arr AP2 block	PKA-R1A act	DAGLB inh	HTR5A ag	Pemphigus Ab inh
`Cn1nc(C(=O)Nc2ccc(S(=O)(=O)Nc3ncccn3)cc2)ccc1=O` in the list: 12	3	-0.5	0	-1	-3	-17	-3	-4	100
`CC(C)(C)[C@]1(O)CCN2C[C@H]3c4ccccc4CCc4cccc(c43)[C@@H]2C1` in the list: -26	-51	9.2	-1	10	3	3	-6	-1	98

Further results follow:
SMILES | HTR5A inv ctr | OPRM1-OPRD1 inv | OPRM1-OPRD1 ag | V-ATPase pHluor | PKA-R2B activ | Arr AP2 block | PKA-R1A act | DAGLB inh | HTR5A ag | Pemphigus Ab inh
CCOc1cccc(-c2c(C(=O)N/N=C/c3cccs3)nnn2-c2nonc2N)c1 | 14 | 8 | -1.4 | -6 | -4 | 0 | -12 | -5 | -3 | 99
CC1CCN(S(=O)(=O)c2cccc(C(=O)N(C)C3CCS(=O)(=O)C3)c2)CC1 (configuration not stated) | -15 | 12 | -1.9 | 1 | -6 | -1 | 5 | 0 | 6 | .
Cc1ccc(C(C)C)c(OCCCN2CCc3ccccc3C2)c1 | 7 | -24 | 5.1 | 2 | 0 | -7 | -4 | -19 | -2 | 103
C[C@H](CO)N1C[C@H](C)[C@@H](CN(C)C(=O)Nc2ccc3c(c2)OCO3)Oc2c(NC(=O)Nc3ccccc3)cccc2C1=O | 9 | 14 | -3.1 | 4 | 2 | -3 | 6 | 1 | -2 | 98
COc1ccc(NC(=O)C2C(c3ccccc3)C2(Cl)Cl)c(OC)c1 (configuration not stated) | -19 | -11 | 2.0 | -3 | 1 | 1 | -2 | -4 | 7 | 111
CC(C)(C)C(=O)CC(=O)Nc1ccc(Cl)c(N)c1 | -27 | 7 | -1.3 | 1 | -6 | -35 | 2 | 1 | 10 | 98
COc1ccc(N(CC(=O)NCc2ccccc2)S(=O)(=O)c2c(C)noc2C)cc1 | 3 | 7 | -1.3 | -8 | 5 | 11 | -8 | -4 | 0 | 100
Cc1cc(OCC(=O)NC(C)(C)C)ccc1Cl | -12 | -11 | 2.1 | -2 | -15 | 0 | 9 | -2 | 2 | 98
COCc1cc(C)n(CC(=O)Nc2ccc3c(c2)OCO3)c(=O)c1C#N | 1 | -1 | 0.2 | 7 | 2 | -5 | 0 | -1 | 4 | .
CN(CC(=O)Nc1cccc(F)c1)C(=O)Cn1cnc2c1c(=O)n(C)c(=O)n2C | . | . | . | -1 | 5 | 12 | 9 | 2 | . | 99
O=C(Cc1n[nH]c(=O)c2ccccc12)OCC(=O)c1ccc(OC(F)F)cc1OC(F)F | 21 | 15 | -3.1 | 4 | 7 | -5 | 4 | -1 | 0 | 104
CCOC(=O)C1=C(Nc2ccccc2)CC(C)(O)C(C(=O)OCC)C1c1ccccc1 (configuration not stated) | -14 | -1 | 0.2 | -4 | 0 | 3 | 13 | -1 | 2 | 93
CCCNC(=O)C1CC(=O)N(c2ccc(OCC(=O)Nc3cc(C)cc(C)c3)cc2)C1 (configuration not stated) | 4 | -4 | 0.8 | 2 | 8 | -3 | -4 | -1 | -1 | 108
Cc1nc(SCC(=O)c2ccc(Cl)s2)c2oc3ccccc3c2n1 | -28 | 11 | -2.4 | -2 | -7 | -10 | 2 | -3 | 10 | 91
COc1ccc(-n2c(Cc3cccn3C)nnc2SCC(=O)Nc2ccccc2OC)cc1 | 11 | 11 | -2.3 | 4 | 3 | 11 | -6 | 0 | -4 | 110
O=C(Nc1ccc(N2CCN(C(=O)c3ccccc3F)CC2)cc1)c1cncc(Br)c1 | 10 | 4 | -0.7 | -3 | -1 | -5 | -5 | 6 | 2 | 97
Cc1csc2ncc(C(=O)Nc3ccc(C(F)(F)F)cc3)c(=O)n12 | -10 | 13 | -2.4 | 1 | -4 | 23 | -6 | -2 | 4 | 99
CN(C(=O)c1ccc(NC(=O)Cc2cccc(NC(=O)C3CCCN(C(=O)C4CC4)C3)c2)cc1)C1CCCC1 (configuration not stated) | 1 | 2 | -0.4 | 6 | 1 | 14 | 1 | 0 | 3 | 104
CCCCNC(=O)N1CCOCCOCCN(C(=O)NCCCC)CCOCCOCC1 | -30 | 5 | -1.2 | 2 | 0 | -3 | -8 | -1 | -1 | .
O=C(O)c1cc(-c2ccncc2)nc2ccc(S(=O)(=O)N3CCOCC3)cc12 | -39 | -3 | 0.5 | 6 | 5 | 4 | -9 | 3 | 0 | 103
C1=C(c2cccc3ccccc23)N2CCN=C2S1 | -23 | 8 | -1.9 | -1 | 5 | 20 | -5 | -6 | 0 | 118
Cc1ccc(C(=O)N2CC(=O)Nc3ccccc32)o1 | 15 | 8 | -1.7 | -3 | 1 | -7 | -7 | 1 | -6 | 93
COc1cccc(N2C(=O)c3cccnc3C2O)c1 (configuration not stated) | 4 | 15 | -3.3 | 4 | -2 | -13 | -6 | -1 | -1 | 83
